# Screens as filed in PubChem.
# HEK293 NOD2/NF-kB: NOD2 signaling inhibitors, cell-based, luminescence, uHTS, HEK293 (AID 1566) | HEK293 NOD2/NF-kB luciferase reporter, luminescence; higher % means a stronger effect | one-dose inhibition, % at 4 µM; EC50 in µM for titrated hits | hit rate 0.63% among 290,000; in the data active means inhibition above about 50%; further: many of its hits are not listed in these tables
# b-catenin transl: alters nuclear translocation of beta-catenin in HeLa cells. immunofluorescence imaging. nuclear translocation activity, % at 5 µM. hit rate 0.3% among 190,000. AID 1665;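 active means nuclear translocation activity above 50% at 5 µM, with a well cell count of 50 or more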;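 further: per-cell ratio of nuclear to cytoplasmic median beta-catenin stain intensity; plate controls were DMSO negative control for no effect and GSK-3 inhibitor IX positive control for full effect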
#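 Assay system: human HeLa cells, native beta-catenin; doses: 5 µM primary, 0.02–20 µM confirmation; incubation: compound treatment 24 h, 37°C, 5% CO2; technique: fluorescence imaging of beta-catenin antibody stain plus DAPI; measure: % activation, nuclear-to-cytoplasmic median beta-catenin signal ratio per cell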
# MT stabilizer: microtubule stabilizers in HeLa cells; HeLa tubulin immunostaining HCS, 24 h; share of cells brighter than vehicle mean+2SD; % tubulin-high responders, % at 10 µM; hit rate 0.83% among 200,000; AID 2205;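 active means plate Z-score above 3 for both tubulin-high and condensed-nucleus cell shares, with cell loss under 80%, at 10 µM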;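 further: anti alpha tubulin signal scored within the nucleus-defined area of each cell; some results filed as inactive read as strong as hits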
# NOD1 inhibition: inhibition of NOD1-driven NF-kB reporter – cell-based, luminescence, uHTS, primary screen (AID 1578); inhibition, % at 4 µM, or EC50 in µM where a hit was titrated; hit rate 1% among 290,000; NOD1-driven NF-kB luciferase reporter cells, luminescence; higher % means a stronger effect; in the data active means inhibition mostly above about 36%, no sharp cut-off; inactive means mostly below about 34%;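 further: HEK-293T reporter cells stimulated with the NOD1 agonist gamma-tri-DAP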
# Autophagy HCS: autophagy modulation, high-content screen; calls only at 10 µM (by protocol); hit rate 0.98% among 190,000; MEF GFP-LC3 puncta imaging; test concentration mostly 10 µM;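 active means percentage of spot-positive cells more than 3 SD above its plate mean, without a fluorescence outlier flag or 80% toxicity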;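 further: spot-positive cell cutoff set from DMSO-treated cells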
# Dynein cargo inh: blocks dynein driven cargo transport along microtubules. 3617.4 mouse cells, GR-EGFP nuclear translocation imaging; test concentration mostly 20 µM; stimulated with dexamethasone, 1 µM; stronger effect = lower value. AID 1381. z-score, hits read low. hit rate 0.47% among 220,000;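 active means plate z-score of nuclear minus cytoplasmic receptor signal below a set negative limit, without overly bright fluorescence or cell loss, cut at about -3.5 in these data, passing the limit was not always enough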;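 further: z-score of nuclear minus cytoplasmic ring GR-EGFP intensity difference per well; some compounds called inactive have numbers as strong as hits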
#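 Also added – dexamethasone, 1.0 µM final · Buffer or medium – tet-free, stripped-serum medium · Schedule – induction 48 h, compound 1 h, agonist 30 min · Detection – formaldehyde fixation, Hoechst nuclear stain, 10x automated fluorescence imaging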
# Yfh1-off respiration: mitochondrial function rescue without frataxin homolog – Friedreich's ataxia, plus single-dose screen, dose response (AID 1465) | S. cerevisiae Yfh1-off respiration, WST-1 reduction, 72 h; higher fold induction means a stronger effect | one-dose fold induction at 50 µM; EC50 in µM for titrated hits | hit rate 0.074% among 220,000;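 active means fold induction of absorbance versus untreated yeast above a set limit, then at least 30% activation at any dose in follow-up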;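 further: activators that raise dye reduction in frataxin-depleted yeast; strong numbers were not always called active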
# M17LAP inhibition: P. falciparum M17LAP inhibitors, primary screen, biochemical, fluorogenic H-Leu-NHMec substrate, 1536-well (AID 1619); inhibition, % at 30 µM; hits with a dose series show IC50 in µM; hit rate 0.38% among 220,000; recombinant M17LAP, H-Leu-NHMec fluorogenic kinetic assay; higher % means a stronger effect;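 active means compound inhibiting the enzyme by more than half at any dose during confirmatory dose-response retesting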;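 further: plate controls were full reaction with DMSO carrier for no effect and no enzyme background for full effect; strong numbers were not always called active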
# Ins promoter up: MIN6 insulin promoter up-regulation; z-score at 5 µM; MIN6 insulin promoter-GFP reporter, high-content imaging; stronger effect = higher value; hit rate 0.3% among 190,000;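 active means z-score above 3 at 5 µM with at least 500 cells counted in the well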
# Dynein cargo inh cytoplasmic EGFP: second read-out of Dynein cargo inh, no call of its own (marks repeat the call); z-score; measured here: cytoplasmic GR-EGFP intensity; stronger effect = higher value
# Dynein cargo inh nuclear GR-EGFP: second read-out of Dynein cargo inh, no call of its own (marks repeat the call); z-score; measured here: nuclear GR-EGFP intensity;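 lower value marks the stronger effect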
# Dynein cargo inh cell count: also measured in Dynein cargo inh; calls as there; z-score; measured here: cell count per field
# Ins promoter up cell count: also measured in Ins promoter up; calls as there; cell count; measured here: cytotoxicity, nuclei count;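 total cells summed across four imaged fields per well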
# b-catenin transl cell count 5 µM: further read-out of b-catenin transl, marked with its call; cell count; measured here: cell count, cytotoxicity flag
# MT stabilizer Hoechst-high %: further read-out of MT stabilizer, marked with its call; % Hoechst-high responders; measured here: nuclear condensation Hoechst responders;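 share of cells brighter than vehicle mean plus two SD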
# MT stabilizer cytotoxicity %: second read-out of MT stabilizer, no call of its own (marks repeat the call); toxicity, %; measured here: cytotoxicity by cell density;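 0% = mean cell density of plate MIN control wells and 100% = no cells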
# Autophagy HCS cell loss 18 h: further read-out of Autophagy HCS, marked with its call; toxicity, %; measured here: cell loss, nuclei count;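 cell loss after 18 h compound exposure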
# Starred values were filed as active, the others as inactive; i = inactive; x = not tested or not shown.
SMILES,HEK293 NOD2/NF-kB,b-catenin transl,b-catenin transl cell count 5 µM,MT stabilizer,MT stabilizer Hoechst-high %,MT stabilizer cytotoxicity %,NOD1 inhibition,Autophagy HCS,Autophagy HCS cell loss 18 h,Dynein cargo inh,Dynein cargo inh cytoplasmic EGFP,Dynein cargo inh nuclear GR-EGFP,Dynein cargo inh cell count,Yfh1-off respiration,M17LAP inhibition,Ins promoter up,Ins promoter up cell count
O=C(Nc1ccon1)c1ccc(S(=O)(=O)N2CCOCC2)cc1,-15%,0.9,986,1.2,1.3,4.5,-5%,i,34,1.7,-0.3,1.3,0.26,i,2%,0.4,1395
COc1ccc(C(=O)OCCNC(=O)c2ccncc2)cc1OC,16%,-3.2,1106,4.1,3.3,8.7,0%,i,-4,0.19,-0.22,-0.11,-0.3,i,5%,0.8,1732
NC(=O)C1=C[C@@H](c2csc3ccccc23)C[C@@H](OCCCCO)O1,15%,-2.0,1122,3.6,2.5,11,-4%,i,8,1.9,0.015,1.7,-2.2,i,2%,-0.68,1334
O=C(COC(=O)CCc1c[nH]c2ccccc12)NCc1ccccc1,11%,0.5,1019,3.4,3.2,0.8,-31%,i,24,0.8,-0.22,0.013,-1.1,i,1%,0.02,1348
COc1ccc(C2=C/C(=C\c3cccc(OC(C)=O)c3)C(=O)O2)cc1,5%,0.2,929,3.1,1.2,1.5,-8%,i,4,-0.43,0.36,0.017,-0.42,i,14%,0.22,1264
CCS(=O)(=O)n1nc(-c2ccc(Cl)cc2)nc1N,-10%,-1.4,1063,5.6,2.2,11,-7%,i,9,-0.37,-0.11,0.084,0.87,i,-1%,1.4,1560
Cc1ccc(-n2c(C)csc2=N)cc1,-82%,-0.7,1238,1.4,1.1,5.8,-70%,i,-5,-0.85,-0.19,-0.3,1.3,i,2%,-0.68,930
Cc1ncc(CO)c(/C=N/NC(=S)Nc2ccc(Cl)c(Cl)c2)c1O,26%,-0.8,798,4.1,1.6,26,-6%,i,22,-0.11,0.059,0.19,0.025,i,0%,-1.1,1332
COC(=O)c1cc(Br)c(=O)n(CCc2ccccc2)c1,5%,-4.4,955,4.4,2.4,12,7%,i,-4,-0.67,-0.22,-0.2,0.7,i,1%,-0.97,1122
CCn1c(SCC(=O)N2CCCc3ccccc32)nc2c1c(=O)n(C)c(=O)n2C,26%,-7.1,995,2.4,1.6,5.8,15%,i,5,0.39,-0.18,0.2,0.052,i,20%,0.84,1305
Cc1onc(-c2c(F)cccc2Cl)c1C(=O)N1CCN(c2ncc(Br)cn2)CC1,-17%,-1.7,1342,x,x,x,22%,x,x,1,-0.17,0.26,-0.41,i,0%,1.2,1613
O=C(C1CCCN1S(=O)(=O)c1ccc(Cl)c(Cl)c1)N1CCCCC1 (stereo not given),21%,x,x,4.7,1.3,7.5,36%,i,4,-0.92,0.41,-0.032,0.39,i,-8%,x,x
CCNC(=O)N1CCNC(=O)C1CC(=O)OC (stereo not given),-4%,-0.9,1197,2.4,1.5,0.8,-17%,i,0,-0.24,-0.23,-0.84,-0.24,i,8%,-0.49,1256
CCOC(=O)C(C)On1c(SC(C)C(=O)OCC)nc2ccccc2c1=O (stereo not given),10%,-3.8,1214,2.0,3.1,12,-21%,i,1,-0.52,-0.25,0.38,0.35,i,4%,x,x
CN(C)C(=O)c1c2c(nc3ccccc13)-c1ccccc1CC2,14%,2.1,1366,2.9,1.6,6.8,-47%,i,38,0.052,-0.17,0.34,0.48,i,7%,-0.83,1412
Cc1nnc(SCC(=O)NN2C(=O)NC3(CCCCC3)C2=O)s1,10%,-0.7,1269,4.5,3.2,7.1,-16%,i,4,-0.71,-0.26,-0.16,0.59,i,1%,-0.06,1441
CC(C)CCn1c(=O)c2ccccc2n2c(CN3C(=O)NC4(CCC(C)CC4)C3=O)nnc12 (stereo not given),3%,-0.7,853,1.5,1.7,6.6,-17%,i,5,-0.9,-0.21,-0.53,1.2,x,5%,0,1215
CCOC(=O)CSc1nnc(SCCN2C(=O)c3ccccc3C2=O)s1,6%,-11,1070,2.5,1.5,3.7,8%,i,-3,-0.77,-0.15,-0.51,0.47,x,16%,x,x
CC1(C)CC(=O)C2=C(C1)N=C1c3ccccc3C(=O)C1C2c1ccc(Cl)cc1 (stereo not given),-2%,-1.3,1065,7.2,1.4,13,39%,i,2,-0.17,-0.19,-0.19,0.13,i,2%,-0.23,1830
CC1CCCC(NC(=O)COC(=O)c2ccc3ccccc3n2)C1C (stereo not given),4%,0.5,1034,3.5,1.8,1.1,7%,i,2,1.6,-0.12,0.92,-0.74,i,-5%,0.06,794
CCc1nnc(NC(=O)c2cc(S(=O)(=O)N3CCN(c4ccccc4)CC3)ccc2Cl)s1,15%,-0.7,1442,1.9,1.7,1.4,-8%,i,5,-1.1,-0.19,-0.59,0.33,i,-6%,0.98,1409
Cc1cc(C)cc(NC(=O)CN(Cc2ccccc2)S(C)(=O)=O)c1,6%,1.8,580,3.0,2.0,6.4,-31%,i,-2,0.6,-0.28,0.16,0.66,x,9%,x,x
COC(=O)[C@@H](NC(=O)c1ccc(OC2CCN(Cc3ccccn3)CC2)cc1)C(C)C,7%,-0.4,889,2.1,2.0,4.1,-24%,i,-5,-0.8,-0.18,-0.56,-0.51,i,-4%,x,x
Cc1cc(C)cc(-n2ccnc2SCC(=O)O)c1,13%,2.7,1042,3.4,3.2,7.1,-32%,i,-2,0.46,-0.2,-0.33,0.19,i,-2%,-1.1,1181
COc1nc(Nc2ccc(O)cc2)nc(OC(C(F)(F)F)C(F)(F)F)n1,8%,x,x,2.8,3.3,2.5,-15%,i,11,-0.18,-0.3,0.49,-0.11,i,-1%,-0.15,1376
CN1CCN(CCCCOc2ccccc2C=O)CC1,4%,-0.5,1338,4.3,2.6,6.0,-25%,i,7,-0.74,-0.063,-0.43,0.49,i,2%,0.58,1411
CCc1nnc(NC(=O)CSc2ncnc3c2cnn3-c2ccc(OC)cc2)s1,-1%,2.7,1424,2.3,1.1,6.3,15%,i,-25,0.053,-0.22,0.61,-0.47,i,-12%,0.66,1475
Cc1cc(C)c(S(=O)(=O)NCCn2ccc3ccccc32)c(C)c1,-1%,1.8,989,2.9,4.3,5.4,6%,i,3,0.16,0.018,0.28,-0.36,i,6%,-1.4,2082
Cc1ccccc1Cn1cc(S(=O)(=O)CC(=O)N2CCCCC2)c2ccccc21,-14%,-0.6,1043,3.2,2.4,4.7,30%,i,-1,-0.43,-0.12,-0.22,0.35,i,-10%,0.49,1235
COc1ccc2ccccc2c1/C=N/NC(=O)c1sc(N)c(C#N)c1C,0%,3.8,1045,11,5.4,16,-23%,i,-1,-0.51,0.45,0.08,0.61,i,6%,-0.16,1204
CCN(CC(=O)Nc1ccc2c(c1)OCCO2)S(=O)(=O)c1cccs1,-18%,-6.8,1031,1.9,0.9,5.9,-9%,i,-12,-0.21,0.096,0.32,1.3,x,9%,0.53,989
CN(C)CCCN(C(=O)COc1ccccc1)c1nc2c(F)cccc2s1,-22%,1.3,1106,2.4,2.7,4.0,-46%,i,-2,-0.022,-0.33,-0.13,-0.27,i,-3%,0.29,1363
O=C(NCc1ccccc1)c1csc2c1CCCCC2,-7%,x,x,2.9,1.5,7.6,13%,i,-2,0.1,-0.13,0.23,0.42,i,6%,0.85,855
Cc1ccccc1C1NC(=S)NC2=C1C(=O)CC(C)(C)C2 (stereo not given),12%,-1.1,1152,3.9,1.5,7.8,-13%,i,-5,-0.52,1,0.056,0.59,i,4%,-0.75,1277
C=CCOc1nc2c(c(=O)n(C)c(=O)n2C)n1Cc1ccccc1Cl,-3%,-0.5,1046,2.6,1.2,5.0,-30%,i,10,-0.45,-0.18,-0.27,-0.19,i,-3%,0.41,1827
CCn1nc(C)c(/C=N\NC(=O)c2ccc3c(c2)OCO3)c1C,-4%,-3.0,1089,2.1,1.9,4.2,-18%,i,-5,-1,-0.29,-0.4,0.81,i,21%,0.21,880
CCOC(=O)c1ccccc1NC(=O)Cn1cnc2c(cnn2-c2ccccc2)c1=O,8%,2.0,1310,5.4,3.4,6.2,x,i,7,-0.12,-0.21,0.18,0.085,i,11%,-0.51,1354
COC(=O)c1cc2occc2n1CC(=O)Nc1ccc(C)cc1C,-20%,0.8,1444,4.8,2.5,7.6,28%,i,3,0.86,-0.23,0.71,-0.96,i,14%,-0.13,1445
Nc1cc(=O)[nH]c(SCC(=O)Nc2ccccc2Sc2ccc(Cl)cc2)n1,19%,-1.9,1081,2.3,2.3,12,-6%,i,21,-0.82,0.081,-0.44,-0.9,i,46%,1.2,1412
COCCNC(=O)c1nn(-c2cc(OC)cc(OC)c2)c(=O)c2ccccc12,12%,0.1,927,2.6,2.5,8.9,-11%,i,-3,0.082,-0.22,0.19,0.2,i,-4%,0.32,1182

# The list is partial; count on the stated rates, not on these rows.
